# SRC2 TRFRET art: TR-FRET signal artefacts, primary screen, artefact control for PPARgamma SRC-2 agonist project, biochemical; TR-FRET artefact counter-screen; active compounds read high; TR-FRET ratio at 8 µM; 200,000 tested, 0.4% active; AID 1049, 2008; in the data active = TR-FRET ratio above about 2000; note: inactives centre near 1500
# PPARg SRC3 recr: PPARgamma agonists recruiting SRC-3 coactivator, primary screen, biochemical. Peroxisome proliferator-activated receptor gamma (Homo sapiens), P37231. activation, % at 8 µM. AID 731, 2007. biochemical PPARgamma/SRC-3 coactivator recruitment assay. 200,000 tested, 0.26% active; in the data active = activation above about 23%;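 note: 0% = DMSO and 100% = reference agonist; some compounds past the cut are filed as inactive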
# STAT3 activator: IL-6 driven STAT3 reporter potentiators, primary screen, U3A cells, luciferase, luminescence, MLSCN library; IL-6 STAT3-luciferase reporter; 100% = signal with IL-6 EC80 alone; activation (% of control), % at 5.6 µM; AID 871, 2007; 190,000 tested, 0.91% active;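 active = activation above the screen-wide mean of compound activation plus 3 SD, cut at about 130% in these data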;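 note: 0% = background luminescence of wells with medium and substrate only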
#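 Detection: reporter luminescence signal / Assay system: STAT1-lacking human U3A cells, STAT3 luciferase reporter / Incubation: compound pre-incubation 1 h before IL-6, then 6 h stimulation at 37 °C / Control set: IL-6-only high control / Read-out: % activation relative to IL-6 control / Probe or stimulus: Interleukin-6, 33 ng/mL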
# TNAP act hiacc: TNAP activators at high phosphate acceptor level, primary screen, biochemical, luminescence, uHTS | Alkaline phosphatase, tissue-nonspecific isozyme (Homo sapiens), P05186 | activation factor at 20 µM | AID 1136, 2008 | purified TNAP, CDP-star luminescence, 1 M DEA, 30 min; active compounds read high; 0 = EDTA background, 1 = DMSO-only activity | 200,000 tested, under 10 active;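 active = activation factor at least 2 at 20 µM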
# Target sequence (P05186 whole entry, looked up): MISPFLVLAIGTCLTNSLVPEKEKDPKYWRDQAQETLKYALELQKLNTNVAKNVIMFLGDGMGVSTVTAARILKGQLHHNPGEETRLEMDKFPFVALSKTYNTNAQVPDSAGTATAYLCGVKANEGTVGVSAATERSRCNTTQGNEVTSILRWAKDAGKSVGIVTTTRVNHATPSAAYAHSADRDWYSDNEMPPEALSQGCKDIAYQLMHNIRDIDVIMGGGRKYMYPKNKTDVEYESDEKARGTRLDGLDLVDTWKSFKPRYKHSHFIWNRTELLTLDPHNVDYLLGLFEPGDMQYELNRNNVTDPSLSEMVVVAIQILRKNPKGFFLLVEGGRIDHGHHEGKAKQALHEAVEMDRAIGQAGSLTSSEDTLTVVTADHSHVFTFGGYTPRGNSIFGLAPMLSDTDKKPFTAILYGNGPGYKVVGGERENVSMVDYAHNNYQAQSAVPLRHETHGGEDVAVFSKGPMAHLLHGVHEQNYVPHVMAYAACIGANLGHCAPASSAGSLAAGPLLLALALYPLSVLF
#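 Assay system: human TNAP; Input: enzyme diluted 1/800 final; Reagent: CDP-star luminogenic substrate at 100 µM final; Timing: 30 min, room temperature; Signal: luminescence; Evaluation: TNAP activation factor scaled between EDTA and DMSO control wells.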
# PPARg SRC2 recr: agonists of PPARg-SRC-2 recruitment, primary screen, biochemical, HTS; Peroxisome proliferator-activated receptor gamma (Homo sapiens), P37231; PPARgamma LBD-SRC-2 recruitment; activation, % at 8 µM; 200,000 tested, 0.34% active; AID 1032, 2008; in the data active = activation above about 22%;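 note: 0% = vehicle and 100% = reference agonist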
# STAT1 inh: STAT1 signaling inhibitors, primary screen, cell-based, HTS, luciferase reporter | NIH 3T3 STAT1-luciferase reporter, IFN-gamma, luminescence | inhibition, % at 5.5 µM | 200,000 tested, 0.35% active | AID 920, 2007;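 active = inhibition above a set limit, the mean inhibition across all tested compounds plus 3 SD, cut at about 34% in these data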;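 note: 0% = IFN-gamma with DMSO and 100% = IFN-gamma with 300 µM nifuroxazide; values of inactives mirror those of a sister screen read the other way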
# STAT3 blocker: IL-6 driven STAT3 reporter inhibitors, primary screen, U3A cells, luciferase, luminescence, MLSCN library. IL-6 STAT3-luciferase reporter; host cell line lacks STAT1. inhibition, % at 5.5 µM. 190,000 tested, 0.89% active. AID 862, 2007;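 active = inhibition above the mean inhibition across all screened compounds plus 3 SD, cut at about 44% in these data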;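 note: 0% = DMSO only wells and 100% = 100 µM nifuroxazide control wells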
# ROMK mod: ROMK potassium channel modulators, primary screen, cell-based, thallium flux, MLSMR library; 130,000 tested, 2% active; ATP-sensitive inward rectifier potassium channel 1 (Homo sapiens), P48048; B-score at 10 µM; AID 1918, 2009; Tet-inducible ROMK, thallium flux fluorescence; actives lie on both sides;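 active = signal ratio slope over the read window, or its plate-corrected B-score, at least 3 SD from the plate mean, either direction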;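 note: B-score of the F/F0 ratio slope over 7 to 12 s after thallium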
# Target sequence (P48048 whole entry, looked up): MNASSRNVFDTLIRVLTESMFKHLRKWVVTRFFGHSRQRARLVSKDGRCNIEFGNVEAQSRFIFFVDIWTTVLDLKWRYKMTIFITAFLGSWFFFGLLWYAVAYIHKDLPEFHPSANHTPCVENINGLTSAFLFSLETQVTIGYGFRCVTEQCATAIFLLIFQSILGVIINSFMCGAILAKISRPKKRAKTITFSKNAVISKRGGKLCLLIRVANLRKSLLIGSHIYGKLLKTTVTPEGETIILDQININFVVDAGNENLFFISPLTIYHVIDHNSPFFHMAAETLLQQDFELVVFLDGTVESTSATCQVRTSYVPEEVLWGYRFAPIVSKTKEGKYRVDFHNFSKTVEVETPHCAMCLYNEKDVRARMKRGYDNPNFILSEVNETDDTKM
# PPARg SRC-1 ag: PPARgamma agonists recruiting SRC-1 coactivator, primary screen, biochemical | Peroxisome proliferator-activated receptor gamma (Homo sapiens), P37231 | PPARgamma-SRC-1 coactivator recruitment biochemical assay | activation, % at 8 µM | 200,000 tested, 0.41% active; in the data active = activation above about 19%;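 note: 0% = DMSO and 100% = reference agonist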
# bIAP act: bovine intestinal alkaline phosphatase activators, primary screen, biochemical, bovine IAP, CDP-star luminescence; alkaline phosphatase, intestinal [Bos taurus]; purified bovine IAP, 30 min; active compounds read high; fold of DMSO-control signal, blank-subtracted; activation factor at 20 µM; 200,000 tested, 0.17% active; AID 1016, 2008;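 active = activation factor of 2 or more at 20 µM, a signal rise over negative controls twice the positive control's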
# bIAP inhibitor: bovine intestinal alkaline phosphatase inhibitors, primary screen, selectivity assay for TNAP inhibitor project, biochemical, bovine IAP, CDP-star luminescence; alkaline phosphatase, intestinal [Bos taurus]; purified bovine IAP, 30 min; inhibition, % at 20 µM; 190,000 tested, under 10 active; AID 1019, 2008;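 active = over 50% inhibition of intestinal alkaline phosphatase at 20 µM in the single-dose screen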
#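 Incubation: 30 min reaction at room temperature / Material: purified bovine intestinal alkaline phosphatase (IAP) enzyme / Input: enzyme at 1/65,000,000 dilution / Dosing: 20 µM single dose / Signal: CDP-star luminescence signal / Reagent: CDP-star chemiluminescent phosphatase substrate, 30 µM final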
# Starred values were filed as active, the others as inactive; / = no result given.
# A first look:
SMILES,SRC2 TRFRET art,PPARg SRC3 recr,STAT3 activator,TNAP act hiacc,PPARg SRC2 recr,STAT1 inh,STAT3 blocker,ROMK mod,PPARg SRC-1 ag,bIAP act,bIAP inhibitor
CC(=O)Nc1ccc(S(=O)(=O)Nc2nc(CN3CCOCC3)nc3sc4c(c23)CCCC4)cc1,1510,7,98,1,16,1,6,-0.24,-1,1,-4
CCOC(=O)NCCOC(=O)Nc1ccc(Cl)cc1,1749,3,89,1,7,3,17,0.42,3,0.9,6
CC1CCCN(CCCOc2ccc(Cl)cc2Br)C1 (stereo unspecified),1592,-1,100,1,-6,-3,-2,-0.85,0,0.9,12
CCn1nc(C)cc1C(=O)N1CCc2c([nH]c3ccccc23)C1c1cc(F)ccc1F (stereo unspecified),1480,0,150*,1.1,2,-44,-49,0.33,4,1.3,-33
O=c1c(C(c2ccccc2)c2c(O)nc3n(c2=O)CCCS3)c(O)nc2n1CCCS2,1466,-16,98,1,-8,3,7,/,-3,1,-1
CC(C)(C)C(=O)/C=C(\N)c1ccccn1,1506,4,100,1,7,5,4,1.7,4,0.9,12

# The listing, from the start:
SMILES,SRC2 TRFRET art,PPARg SRC3 recr,STAT3 activator,TNAP act hiacc,PPARg SRC2 recr,STAT1 inh,STAT3 blocker,ROMK mod,PPARg SRC-1 ag,bIAP act,bIAP inhibitor
CC(=O)Nc1ccc(S(=O)(=O)Nc2nc(CN3CCOCC3)nc3sc4c(c23)CCCC4)cc1,1510,7,98,1,16,1,6,-0.24,-1,1,-4
CCOC(=O)NCCOC(=O)Nc1ccc(Cl)cc1,1749,3,89,1,7,3,17,0.42,3,0.9,6
CC1CCCN(CCCOc2ccc(Cl)cc2Br)C1 (stereo unspecified),1592,-1,100,1,-6,-3,-2,-0.85,0,0.9,12
CCn1nc(C)cc1C(=O)N1CCc2c([nH]c3ccccc23)C1c1cc(F)ccc1F (stereo unspecified),1480,0,150*,1.1,2,-44,-49,0.33,4,1.3,-33
O=c1c(C(c2ccccc2)c2c(O)nc3n(c2=O)CCCS3)c(O)nc2n1CCCS2,1466,-16,98,1,-8,3,7,/,-3,1,-1
CC(C)(C)C(=O)/C=C(\N)c1ccccn1,1506,4,100,1,7,5,4,1.7,4,0.9,12
COc1cccc(OCc2nnc(SCC(=O)NNC(=O)C3CCCCC3)n2C)c1,1861,1,103,1,0,8,9,0.86,0,1.3,-35
CC(C)(C)NS(=O)(=O)c1cc(C(=O)Nc2sccc2C#N)ccc1Cl,1616,1,82,1,0,21,20,-0.62,5,0.5,/
Cc1cnc(C)c(N2CCC(C(=O)NCc3cccs3)CC2)n1,1527,-14,104,1.1,5,2,0,0.4,5,0.9,6
O=C(NCCCN1CCOCC1)C(=O)N/N=C/c1c(Cl)cccc1Cl,1529,2,96,1,6,9,6,-0.24,5,1,1
CCN(CC)S(=O)(=O)c1ccc(C(=O)NC(=S)N(CCC#N)Cc2cccnc2)cc1,1270,8,97,1,-1,-5,11,-0.85,8,1,3
O=C(NCc1ccco1)c1ccc(=O)[nH]n1,1510,11,101,1,1,0,6,-0.34,6,1,-1
CCC(C)(C)NC(=O)C(c1ccc(C)cc1)N(Cc1ccco1)C(=O)CCC(=O)Nc1nccs1 (stereo unspecified),1475,-1,105,1,-6,0,0,-0.5,-10,1,2
CC(C)(C)c1nc2sc3c(c2c(=O)o1)CCCC3,1562,5,98,1,2,5,10,-0.084,7,1,-2
COc1ccccc1Cn1c(-c2ccccc2OC)nc2ccccc21,1306,-10,97,1,-4,-4,10,-0.08,3,0.6,38

# Fetched by structure from the list above (4):
SMILES,SRC2 TRFRET art,PPARg SRC3 recr,STAT3 activator,TNAP act hiacc,PPARg SRC2 recr,STAT1 inh,STAT3 blocker,ROMK mod,PPARg SRC-1 ag,bIAP act,bIAP inhibitor
CC(C)(C)c1nc2sc3c(c2c(=O)o1)CCCC3,1562,5,98,1,2,5,10,-0.084,7,1,-2
CCn1nc(C)cc1C(=O)N1CCc2c([nH]c3ccccc23)C1c1cc(F)ccc1F (stereo unspecified),1480,0,150*,1.1,2,-44,-49,0.33,4,1.3,-33
O=c1c(C(c2ccccc2)c2c(O)nc3n(c2=O)CCCS3)c(O)nc2n1CCCS2,1466,-16,98,1,-8,3,7,/,-3,1,-1
O=C(NCc1ccco1)c1ccc(=O)[nH]n1,1510,11,101,1,1,0,6,-0.34,6,1,-1

# The list continues:
SMILES,SRC2 TRFRET art,PPARg SRC3 recr,STAT3 activator,TNAP act hiacc,PPARg SRC2 recr,STAT1 inh,STAT3 blocker,ROMK mod,PPARg SRC-1 ag,bIAP act,bIAP inhibitor
CCCCn1c(=O)nc2n(-c3ccc(Cl)cc3)c3ccccc3cc-2c1=O,1469,2,107,1,1,-2,-7,-0.16,6,0.9,13
Cn1cccc1/C=N/NC(=O)C12CC3CC(CC(C3)C1)C2,1487,-3,105,1,-8,-8,-6,/,2,0.8,17
CCOC(=O)N1CCN(CC(=O)Nc2c(C(=O)OC)[nH]c3ccccc23)CC1,1396,0,105,1.1,10,1,-2,/,5,1,-1
Cc1nn(C)c(Oc2ccccc2)c1CCNS(=O)(=O)c1ccccc1,1539,10,107,1,-4,4,-3,/,4,1,-2
CCOc1ccc(/C(O)=C2/C(=O)C(=O)N(CCOCCO)C2c2ccccc2)cc1 (stereo unspecified),1532,12,97,0.9,10,3,5,0.15,8,1,2
COCCn1c(C)cc(C(=O)CSc2ccc(NC(C)=O)cc2)c1C,1465,-9,98,1,0,-29,12,2.1,1,0.9,13
CCC(OC(=O)CN1C(=O)C(=O)c2ccccc21)C(=O)Nc1ccc(S(N)(=O)=O)cc1 (stereo unspecified),1733,4,103,1,6,-12,-1,0.9,10,0.9,9
Cc1nc2ncnn2c(N2CCN(C(=O)Cc3cccs3)CC2)c1C,1510,-1,103,1,5,6,0,0.13,0,1,-2
CCOc1cc(/C=N/O)cc(Br)c1OCC(=O)NCc1ccccc1,1583,0,103,1,-4,7,-3,-0.062,-4,0.9,9
O=[N+]([O-])c1cccc2ccc(/C=C/c3ccc(F)cc3)nc12,1501,2,135*,1,-2,-37,-38,/,3,1,-3
CCCCC[n+]1ccn(C2=C([O-])c3ccccc3C(=O)/C2=N\S(=O)(=O)c2ccccc2)c1,1558,3,106,0.9,-1,0,-2,/,0,0.8,18
Cc1ccc(-c2nnc(SCc3nc(N)nc(Nc4ccccc4C)n3)n2N)cc1,1574,-9,100,1,0,-8,6,0.42,-7,1.1,-7
O=[N+]([O-])c1ccc(N(c2ccccc2)c2ccccc2)cc1,1373,-4,97,0.9,1,2,10,/,-5,0.6,38
Cc1cc(C)cc(OCC(=O)Nc2ccc(N3CCN(C(=O)c4ccco4)CC3)cc2)c1,1504,-4,90,1,-1,2,20,/,3,1,0
NS(=O)(=O)c1ccc(NC(=S)N2CCN(c3ccc(Cl)c(Cl)c3)CC2)cc1,1522,0,69,1,-12,16,38,/,0,1,1
CCOC(Cn1c(-c2ccc(OC)cc2)nc2ccccc21)OCC,1561,0,100,1.1,14,-6,6,0.6,3,0.9,7
CC1CCCC(C)N1c1nnc(NC(=O)c2cc(-c3ccc(Br)cc3)on2)s1 (stereo unspecified),1726,17,98,1.1,2,8,12,/,-2,1.1,-13
Cc1cc(NC(=O)c2cc(C)on2)n(-c2ccccc2)n1,1736,4,105,1.1,1,3,-2,0.0027,9,1,4
COc1ccccc1N1CCN(C(=O)c2ccc(Cl)c(S(=O)(=O)N3CCCC3)c2)CC1,1612,0,97,1,-5,10,12,-0.39,4,1.2,-17
Cc1cc(C)c(C#N)c(SCc2ccc(F)cc2)n1,1549,3,86,1,6,-1,21,0.19,5,1.1,-5
CCOc1ccccc1NC(=O)C1CCN(S(=O)(=O)c2c(C)noc2C)CC1,1505,12,94,1.1,7,2,9,-0.79,2,0.9,6
COC(=O)CCNc1n[nH]c(=O)[nH]c1=O,1554,7,94,1.1,8,3,8,0.1,-1,1,-4
CCCS(=O)(=O)c1c(S(=O)(=O)CCC)c2c3ccccc3ccn2c1C(=O)OC,1537,-8,97,1,6,-9,6,/,3,1.1,-10
CC1CN(Cc2nc3c(c(=O)n(C)c(=O)n3C)n2CCCc2ccccc2)CC(C)O1 (stereo unspecified),1566,1,104,/,11,0,-1,-0.67,3,/,/
O=C(COc1ccccc1)NCCc1nc2ccccc2[nH]1,1372,-4,102,1.1,2,-1,4,-1.2,1,0.9,7
O=c1[nH]nc(CNc2cccc(C(F)(F)F)c2)c2ccccc12,1550,6,80,1,0,0,27,-0.033,9,1,5
CC(C)c1onc(C(=O)Nc2cccc(Cl)c2)c1[N+](=O)[O-],1566,5,93,1,5,7,15,0.14,3,1,1
CCC(=O)Nc1nc2ccc(NC(C)=O)cc2s1,1519,7,105,1,-4,-12,0,/,-2,1,5
Cc1cc(=O)[nH]c(SCc2nc3ncccn3c2Br)n1,1605,-9,101,1,4,-3,-1,/,4,1,2
N#Cc1c(-c2ccco2)cc(C2CC2)nc1SCC(=O)c1ccccc1,1616,0,99,1,-5,4,4,/,-1,1,-3
COC(=O)c1ccccc1NC(=O)CN1CCC(NC(=O)c2ccccc2C)CC1,1594,10,97,1,-6,-1,6,/,2,0.9,5
CC(=O)NCC(=O)OCC(=O)c1ccc2ccccc2c1,1465,7,95,1,3,-2,11,1.1,4,0.9,11
CCN(CC)S(=O)(=O)c1ccc2[nH]cc(C(=O)NCCN3CCCCC3C)c(=O)c2c1 (stereo unspecified),1832,12,101,1,4,0,1,0.24,11,1,4
